SKKanGAS inh: blocks kanamycin growth of S. pyogenes SKKanGAS strain; BacTiter-Glo, 6 h; AID 1662; inhibition, % at 7.5 µM; actives 1.3% (n = 300,000);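 active means mean replicate score, as percent of positive control median, at least 50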;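 further: strain carries kanamycin resistance gene driven by streptokinase promoter and grows in 40 µg/ml kanamycin; loss of luminescence reflects streptokinase promoter inhibition or plain growth inhibition; 0% = median of DMSO wells and 100% = positive control at its reference dose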
HDAC3 inh: human HDAC3 inhibition; recombinant HDAC3, fluorogenic peptide/trypsin coupled, fluorescence; actives 0.15% (n = 320,000); inhibition, % at 8.3 µM; in the data active means inhibition above about 26%, passing the limit was not always enough
TMEM16A act: mouse TMEM16A channel activation, primary screen; actives 0.3% (n = 340,000); HEK293 TMEM16A/YFP-H148Q/I152L, iodide quench fluorescence; stronger effect = lower value; AID 623877; B-score at 10 µM; Q8BHY3;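 active means fluorescence-ratio B-score plate-corrected deviation score at least 3 library SD below zero, with starting fluorescence score within 5 deviations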;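 further: channel opened by trigger with iodide after compound preincubation; score built on the fluorescence ratio of max minus min over baseline; more negative score means more quench and so TMEM16A activation or potentiation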
KCNQ1 inh: inhibitors of human KCNQ1 potassium channel. P51787. CHO-K1 KCNQ1, FluxOR thallium flux fluorescence; stronger effect = higher value. AID 2642. B-score at 10 µM. actives 1.3% (n = 310,000);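 active means compounds whose thallium flux B-score, printed positive for inhibition, exceeds three library SD while starting fluorescence stays within three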;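 further: channel opened by potassium depolarization with thallium stimulus after 20 min compound exposure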
TMEM16A inh: mouse TMEM16A channel inhibition, primary screen | HEK293 TMEM16A/YFP iodide influx fluorescence, ionomycin | Q8BHY3 | actives 1.2% (n = 310,000) | normalized B-score (activity score, 25-100; higher = stronger inhibition) at 10 µM;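 active means ratio plate-corrected score three or more library SD toward inhibition, starting fluorescence score within five deviations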;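 further: score derived from kinetic fluorescence span divided by baseline fluorescence per well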
KCNK9 block: inhibitors of human KCNK9 two-pore domain potassium channel; Q9NPC2; HEK293 KCNK9, FluxOR thallium flux fluorescence; stronger effect = lower value; B-score at 10 µM; actives 1.2% (n = 310,000);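 active means ratio B-score over 3 SD below the library mean, with starting fluorescence within 5 SD of its mean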;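 further: negative B-score means less thallium flux so channel inhibition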
KCNK3 inh: human KCNK3 channel inhibition, primary screen; O14649; CHO-KCNK3 thallium flux, FluxOR fluorescence; stronger effect = lower value; B-score at 10 µM; actives 0.84% (n = 340,000);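 active means B-score under library mean minus 4 SD, starting fluorescence ratio at most library mean plus 5 SD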;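 further: more negative B-score means stronger inhibition of thallium flux through KCNK3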
RGS4 inh: inhibitors of human RGS4; HEK293 M3R/RGS4 inducible, Fluo-4 calcium flux; stronger effect = higher value; triggered by carbachol at its EC20; B-score at 10 µM; actives 0.45% (n = 310,000);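 active means B-score, a plate-corrected calcium signal, over three deviations above library mean, with baseline fluorescence within five deviations of library mean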;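 further: RGS4 expression induced by doxycycline in cells with stable M3 receptor; B-score is computed from the integrated fluorescence ratio over baseline after carbachol; higher B-score means a larger calcium signal and so more RGS4 inhibition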
hERG protect: compounds protecting human hERG from proarrhythmic drug block. Q12809. CHO-hERG, FluxOR thallium flux, dofetilide IC70 present. activation (rescue from dofetilide block), less the hit threshold, % at 10 µM. actives 0.51% (n = 310,000);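 active means activation above the mean of controls blocked by dofetilide plus 5 SD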;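 further: thallium influx through hERG after potassium depolarization seen as dye fluorescence rise; in these data hits start at about 4.7%; inactives centre near -7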
Target sequence (Q12809 whole entry, looked up): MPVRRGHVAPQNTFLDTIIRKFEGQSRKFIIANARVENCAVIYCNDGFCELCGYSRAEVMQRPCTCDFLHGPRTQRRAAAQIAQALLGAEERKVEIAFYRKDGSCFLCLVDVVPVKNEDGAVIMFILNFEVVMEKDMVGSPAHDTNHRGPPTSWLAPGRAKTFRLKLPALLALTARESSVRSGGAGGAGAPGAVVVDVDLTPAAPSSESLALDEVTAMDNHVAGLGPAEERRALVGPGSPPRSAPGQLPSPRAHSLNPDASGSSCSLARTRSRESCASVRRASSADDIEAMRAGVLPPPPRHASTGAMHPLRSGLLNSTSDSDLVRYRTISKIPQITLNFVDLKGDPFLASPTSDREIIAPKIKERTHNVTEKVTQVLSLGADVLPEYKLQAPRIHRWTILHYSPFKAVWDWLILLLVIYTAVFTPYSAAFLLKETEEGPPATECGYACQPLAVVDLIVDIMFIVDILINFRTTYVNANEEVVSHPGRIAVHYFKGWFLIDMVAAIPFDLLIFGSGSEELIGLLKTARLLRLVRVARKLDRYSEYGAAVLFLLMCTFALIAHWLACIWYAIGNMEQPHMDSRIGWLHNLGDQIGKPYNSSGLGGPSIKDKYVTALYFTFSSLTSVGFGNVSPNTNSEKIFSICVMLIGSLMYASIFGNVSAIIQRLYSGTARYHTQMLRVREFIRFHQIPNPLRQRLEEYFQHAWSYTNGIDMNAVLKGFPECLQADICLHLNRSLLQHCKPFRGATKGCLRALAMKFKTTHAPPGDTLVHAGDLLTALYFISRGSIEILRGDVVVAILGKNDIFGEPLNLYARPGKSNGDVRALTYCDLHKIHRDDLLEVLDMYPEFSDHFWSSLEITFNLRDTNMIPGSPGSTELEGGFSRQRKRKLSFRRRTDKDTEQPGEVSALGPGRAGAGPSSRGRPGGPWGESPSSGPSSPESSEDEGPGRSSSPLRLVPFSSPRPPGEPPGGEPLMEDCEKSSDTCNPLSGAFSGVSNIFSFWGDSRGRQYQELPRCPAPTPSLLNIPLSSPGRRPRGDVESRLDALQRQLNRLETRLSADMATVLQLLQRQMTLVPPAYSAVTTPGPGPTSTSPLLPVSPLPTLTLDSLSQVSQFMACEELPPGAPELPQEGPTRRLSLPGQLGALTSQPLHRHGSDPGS
RGS4 act: potentiators or activators of RGS4; actives 0.92% (n = 310,000); HEK293 M3R/inducible RGS4, carbachol calcium flux Fluo4; stronger effect = lower value; B-score at 10 µM;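 active means B-score of the integrated calcium signal more than 4 SD below the library mean, with starting fluorescence not abnormally high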;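 further: negative B-score means reduced calcium response which marks RGS4 activation or potentiation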
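Reagent: ECmax carbachol challenge; Test system: M3R-expressing HEK293 line, RGS4 induced by doxycycline; Schedule: overnight RGS4 induction, 30 min dye load 37 °C, 20 min compound RT; Detection: calcium dye Fluo4 fluorescence; Read-out: Agonist-evoked peak-minus-minimum fluorescence over baseline, integrated ratio, B score.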
KCNQ1 act: potentiates or activates the human KCNQ1 potassium channel; P51787; CHO-K1 KCNQ1, thallium flux FluxOR fluorescence; stronger effect = higher value; actives 0.35% (n = 310,000); AID 2648; B-score at 10 µM;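 active means fluorescence ratio B-score, a plate-corrected score, at least three library SD, with initial intensity B-score within 5 SD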
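Test system: CHO-K1 cells stably expressing KCNQ1 / Medium: assay buffer / Also added: depolarizing K+/Tl+ stimulus, K2SO4 and Tl2SO4 each 12.5 mM in 5x stock / Incubation: 90 min dye loading and 20 min compound exposure, both at room temperature / Signal: thallium influx via FluxOR fluorescence, kinetic imaging / Evaluation: B score of baseline-normalized fluorescence ratio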
* = called active by the depositor; i = inactive; / = no result given.

SMILES	SKKanGAS inh	HDAC3 inh	TMEM16A act	KCNQ1 inh	TMEM16A inh	KCNK9 block	KCNK3 inh	RGS4 inh	hERG protect	RGS4 act	KCNQ1 act
Cc1ccc(N2C(=O)CC(Sc3nc(-c4ccccc4)c4cc(Cl)ccc4n3)C2=O)c(C)c1 (stereo not drawn)	7	/	i	i	i	i	i	i	-4	i	i
CCCc1cc(=O)oc2c(C)c(OCC(=O)NC3CC(C)(C)NC(C)(C)C3)ccc12	5	-12	i	i	i	i	i	i	-2	i	i
Cc1ccccc1CN(c1ccc(C(=O)Nc2ccccc2C(=O)NCc2ccco2)cc1)S(C)(=O)=O	13	0	i	i	i	i	i	i	-4	i	i
Cc1ccc(NC2CCCN(C(=O)c3c(C)noc3C)C2)cc1C (stereo not drawn)	6	-3	i	i	i	i	i	i	-12	i	i
Cc1ccc(CNC(=O)C(Cc2ccccc2)NS(=O)(=O)c2ccc3c(c2)CCC(=O)N3)cc1 (stereo not drawn)	-1	5	i	i	i	i	i	i	-6	i	i
CCOC(=O)c1c(C)[nH]c2c1-c1ccccc1C(=O)C2=O	11	/	i	i	/	i	i	i	-5	i	i
C[C@H](NC(=O)OC(C)(C)C)C(=O)NCC1CCC(C(=O)N[C@@H](Cc2ccccc2)C(=O)O)CC1 (stereo partly drawn)	-1	-2	i	i	i	i	i	i	-1	i	i
CC[C@@H]1CN(C)[C@H]2Cc3c([nH]c4ccccc34)C(=O)C[C@@H]1[C@@H]2C(=O)OC	-1	-5	i	i	i	i	i	i	-12	i	i
Cc1ccc(OCCC(=O)OCC(=O)Nc2cc(S(=O)(=O)N(C)C)ccc2C)cc1	-10	3	i	i	i	i	i	i	-9	i	i
CN(C)C(=O)c1ccc(NC(=O)c2cc(-n3cnnc3)ccc2Cl)cc1	-2	2	i	i	i	i	i	i	-6	i	i
COc1ccccc1N=c1oc2cc(O)ccc2cc1C(N)=O	70*	-81	i	i	i	i	i	i	-12	i	i
O=C(Nc1ccc2snnc2c1)N1CCSCC1	0	-3	i	i	i	i	i	i	-7	i	i
O=C(NCc1cccnc1)c1ccc(NC(=O)c2ccc(Br)cc2)cc1	-1	-2	i	i	i	i	i	i	-4	i	i
Cc1ccc(NC2=C(NC(=O)c3ccccc3)C(=O)c3ccccc3C2=O)cc1Cl	74*	9	i	i	i	i	i	i	4	i	i
O=C(O)C1=C(C(=O)Nc2cccc(C(F)(F)F)c2)CCCC1	0	-1	i	i	i	i	i	i	-6	i	i

Grouped by structure: the entries above with a Cl atom (3)
SMILES	SKKanGAS inh	HDAC3 inh	TMEM16A act	KCNQ1 inh	TMEM16A inh	KCNK9 block	KCNK3 inh	RGS4 inh	hERG protect	RGS4 act	KCNQ1 act
Cc1ccc(N2C(=O)CC(Sc3nc(-c4ccccc4)c4cc(Cl)ccc4n3)C2=O)c(C)c1 (stereo not drawn)	7	/	i	i	i	i	i	i	-4	i	i
CN(C)C(=O)c1ccc(NC(=O)c2cc(-n3cnnc3)ccc2Cl)cc1	-2	2	i	i	i	i	i	i	-6	i	i
Cc1ccc(NC2=C(NC(=O)c3ccccc3)C(=O)c3ccccc3C2=O)cc1Cl	74*	9	i	i	i	i	i	i	4	i	i

Other results follow:
SMILES	SKKanGAS inh	HDAC3 inh	TMEM16A act	KCNQ1 inh	TMEM16A inh	KCNK9 block	KCNK3 inh	RGS4 inh	hERG protect	RGS4 act	KCNQ1 act
Cc1ccc(C(=O)N2CCCCC2C(=O)O)o1 (stereo not drawn)	-2	4	i	i	i	i	i	i	-9	i	i
COc1ccc(CCNC(=O)CC2SC(=Nc3cc(C)cc(C)c3)NC2=O)cc1OC (stereo not drawn)	-2	-10	i	i	i	i	i	i	-6	i	i
COc1ccc(CN2CCCC(C(=O)Nc3cccc(-n4cccn4)c3)C2)c(F)c1 (stereo not drawn)	2	5	i	i	i	i	i	i	-6	i	i
COc1ccc(-c2noc(CSc3nc4ccccc4c(=O)n3-c3ccccc3)n2)cc1	-3	-6	i	i	i	i	i	i	-14	i	i
O=C1CC2(CON=C2c2ccc(F)cc2)C(=O)N1c1ccc(F)cc1 (stereo not drawn)	0	1	i	i	i	i	i	i	0	i	i
COc1ccc(-n2nc3cc(C)c(N)c(Br)c3n2)cc1	-3	-3	i	i	i	i	i	i	-8	i	i
CC(C)C(NS(=O)(=O)c1cccs1)C(=O)N(C)Cc1ccccc1 (stereo not drawn)	-18	-5	i	i	i	i	i	i	-4	i	i
O=C(O)c1ccccc1OCc1nc2ccccc2s1	7	4	i	i	i	i	i	i	-11	i	i
Cc1ccccc1-n1c(C)nc2ccccc21	1	-5	i	i	i	i	i	i	-9	i	i
Cn1c2c(c(=O)n(C)c1=O)C(NC(=O)c1ccco1)(C(F)(F)F)C(=O)N2 (stereo not drawn)	0	-2	i	i	i	i	i	i	-6	i	i
NC(=O)CC1(CC(=O)O)CCCCC1	-6	-4	i	i	i	i	i	i	-6	i	i
COCCCNC(=O)Cn1c(=O)n(Cc2ccccc2Cl)c(=O)c2cc(OC)c(OC)cc21	4	-5	i	i	i	i	i	i	-7	i	i
COCCN(C(=S)Nc1cccc(C)c1)C(C)c1cccs1 (stereo not drawn)	-7	3	i	i	i	i	i	i	-3	i	i
CCCCn1c(N)c(N(CCOC)C(=O)CCc2ccc(OC)cc2)c(=O)[nH]c1=O	2	-1	i	i	i	i	i	i	-5	i	i
CCN(CC)S(=O)(=O)c1ccc(NC(=O)c2cc(-c3ccccc3)nc3ccccc23)cc1	9	-8	i	i	i	i	i	i	-13	i	i

Next section, starting with the last 2 of the part before.
SMILES	SKKanGAS inh	HDAC3 inh	TMEM16A act	KCNQ1 inh	TMEM16A inh	KCNK9 block	KCNK3 inh	RGS4 inh	hERG protect	RGS4 act	KCNQ1 act
CCCCn1c(N)c(N(CCOC)C(=O)CCc2ccc(OC)cc2)c(=O)[nH]c1=O	2	-1	i	i	i	i	i	i	-5	i	i
CCN(CC)S(=O)(=O)c1ccc(NC(=O)c2cc(-c3ccccc3)nc3ccccc23)cc1	9	-8	i	i	i	i	i	i	-13	i	i
Cc1cc(C(=O)N/N=C/c2cccn2C)no1	2	4	i	i	i	i	i	i	-5	i	i
COC(=O)[C@]1(Cc2ccccc2)N[C@H](c2ccc(-c3ccc(Cl)c(Cl)c3)cc2)[C@@H]2C(=O)N(C)C(=O)[C@@H]21	10	13	i	i	i	i	i	i	-13	i	i
CC(C)CNS(=O)(=O)c1ccc(CCC(=O)Nc2cc(Cl)ccc2Oc2ccccc2)cc1	12	16	i	i	i	i	i	i	-9	i	i
Cc1cccc(C(=O)N[C@H](C(=O)Nc2nc3ccccc3[nH]2)C(C)C)c1	16	6	i	i	i	i	i	i	4	i	i
N#Cc1c(F)cccc1NCCCn1ccnc1	-12	-8	i	i	i	i	i	i	-8	i	i
O=C(c1cccc(Cl)c1)N1CCN(C2CCCCC2)CC1	-1	4	i	i	i	i	i	i	-5	i	i
O=C(NCc1ccco1)c1cnn2cccnc12	0	1	i	i	i	i	i	i	-18	i	i
CCc1ccccc1NC(=O)C1CCCN1C(=O)Nc1ccc(C)cc1 (stereo not drawn)	28	12	i	i	i	i	i	i	-4	i	i
COc1cc(CN2CCC(C(=O)NC3CCCC3)CC2)cc(OC)c1O	-3	-11	i	i	i	i	i	i	-8	i	i
COc1ccc(O[C@H]2C=C[C@@H](c3ccccc3)O[C@@H]2COC(=O)CC/C(C)=N/O[C@H](C)c2cn([C@@H]3COC[C@H]3O)nn2)cc1	2	6	/	i	i	i	/	i	-22	i	i
O=C(CCC1CCCCC1)NCc1ccccn1	2	-2	i	i	i	i	i	i	-11	i	i
COc1ccc(C2=Nn3c(nnc3-c3ccccn3)SC2)cc1OC	-6	1	i	i	i	i	i	i	-9	i	i
CCOC(=O)C1CCCN(c2nc(C)nc3c2oc2ccccc23)C1 (stereo not drawn)	5	11	i	i	25*	i	i	i	-32	i	i
Cc1c(C)c2c(OCC(=O)N[C@@H](Cc3ccccc3)C(=O)O)cc3c(c2oc1=O)CCC(C)(C)O3	28	-192	i	i	i	i	i	i	-18	i	i
C/C(=C(\C#N)C(=O)NCc1ccccc1)N(C)C	-1	6	i	i	i	i	i	i	-7	i	i
COc1ccc(C(=O)N(C)c2ccccc2C(=O)NCCc2ccccc2)cc1	-2	-1	i	i	i	i	i	i	-12	i	i
Cc1nnc2ccc(N3CCC4(CC3)OCCO4)nn12	-7	6	i	i	i	i	i	i	-7	i	i
CC(=O)c1cccc(N(C(=O)Cn2nnc3ccccc32)C(C(=O)NC2CCCCC2)c2cn(C)nc2C)c1 (stereo not drawn)	12	-2	i	i	i	i	i	i	1	i	i
N#CC1(c2ccccc2)CCCN1C(=O)c1ccco1 (stereo not drawn)	2	-3	i	i	i	i	i	i	-1	i	i
Cc1ccc(S(=O)(=O)NCC(c2ccco2)N2CCc3ccccc3C2)cc1 (stereo not drawn)	3	-7	i	i	25*	i	i	i	-7	i	i
O=[N+]([O-])c1cc(C(F)(F)F)ccc1SCC(O)CO (stereo not drawn)	-1	9	i	i	i	i	i	i	-9	i	i
O=C(N/N=C/c1ccc(Br)cc1)c1cc[n+](Cc2ccccc2)cc1	3	-4	i	i	i	i	i	i	-14	i	i
COc1c2c(cc3oc(=O)c4c5ccc(O)cc5oc4c13)OC(C)(C)CC2	3	-3	i	i	i	i	i	i	-6	i	i
O=S(=O)(c1ccccc1)c1cnc(-c2ccccc2)nc1N1CCCCC1	14	4	i	i	i	i	i	i	-17	i	i
O=S(=O)(N/N=C\c1cccnc1)c1ccccc1	-1	5	i	i	i	i	i	i	-6	i	i
O=C(CSc1nc2ccccc2c(=O)[nH]1)Nc1ccc(S(=O)(=O)N2CCCC2)cc1	3	5	i	i	i	i	i	i	-5	i	i
CSc1ncccc1C(=O)OCC(=O)c1ccc2c(c1)NC(=O)CO2	-2	/	i	i	i	i	i	i	-9	i	i
Cc1noc(C)c1COC(=O)c1ccc(N(C)C)cc1	1	4	i	i	i	i	i	i	-8	i	i
O=C(CSCc1ccc(F)cc1)N1CCOCC1	-1	0	i	i	i	i	i	i	-4	i	i
CC(=O)c1cccc(NC(=O)C2COc3ccccc3O2)c1 (stereo not drawn)	5	0	i	i	i	i	i	i	-7	i	i
CC(=O)Nc1ccc(Oc2nc(C)cc(C)n2)cc1	-5	3	i	i	i	i	i	i	-2	i	i
Cc1[nH]c2ccccc2c(=O)c1C(=O)/C=C/c1ccccc1	7	11	i	i	i	i	i	i	-12	i	i

Screens from PubChem BioAssay.
